PDI turbidity = inhibitors of human PDI, primary screen, biochemical, turbidity, single point, plate reader; Protein disulfide-isomerase (Homo sapiens), P07237; inhibition, % at 10 µM; PDI insulin aggregation turbidity, A650, 90 min; actives 0.052% (n = 350,000);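 active means mean inhibition across replicates of 30% or more, whatever share of single replicates reach that level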;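 further: absorbance from insulin aggregation driven by PDI reduction with DTT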
Target sequence (P07237 whole entry, looked up): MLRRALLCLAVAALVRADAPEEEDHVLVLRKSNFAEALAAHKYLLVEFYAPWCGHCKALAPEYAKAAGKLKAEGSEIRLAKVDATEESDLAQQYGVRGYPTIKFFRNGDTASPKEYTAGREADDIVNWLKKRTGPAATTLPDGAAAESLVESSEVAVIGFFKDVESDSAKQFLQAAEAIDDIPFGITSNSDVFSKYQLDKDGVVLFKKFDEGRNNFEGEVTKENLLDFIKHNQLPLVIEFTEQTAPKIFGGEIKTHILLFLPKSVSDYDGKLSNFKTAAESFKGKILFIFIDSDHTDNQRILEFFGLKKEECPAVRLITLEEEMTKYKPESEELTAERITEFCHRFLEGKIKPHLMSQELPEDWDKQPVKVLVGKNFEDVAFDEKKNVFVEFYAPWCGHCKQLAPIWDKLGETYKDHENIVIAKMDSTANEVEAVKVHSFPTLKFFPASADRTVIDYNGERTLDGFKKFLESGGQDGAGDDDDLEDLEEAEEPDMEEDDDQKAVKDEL
Vif inh = HIV Vif self-association inhibitors, primary screen, imaging, HEK293T, single point | HEK293T cells, Vif self-association by quenched fluorescence, 24 h | inhibition, % at 7.49 µM | actives 0.35% (n = 340,000) | AID 602346, 2012; in the data active means inhibition above about 50%, passing the limit was not always enough; further: some results filed as inactive read as strong as hits
MC4R antagonist = MC4R antagonists of cAMP signaling, primary screen, cell-based, TR-FRET, antagonist arm of biased-ligand search | Melanocortin receptor 4 (Homo sapiens), P32245 | MC4R-expressing cells, MTII-stimulated cAMP, LANCE TR-FRET | inhibition, % at 6.5 µM | actives 0.48% (n = 360,000);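 active means inhibition above its plate's cutoff, the mean of tested wells on that plate plus 3 SD, cut at about 29% in these data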;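 further: 0% = Melanotan II alone and 100% = Melanotan II plus saturating MCL0020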
Target sequence (P32245 whole entry, looked up): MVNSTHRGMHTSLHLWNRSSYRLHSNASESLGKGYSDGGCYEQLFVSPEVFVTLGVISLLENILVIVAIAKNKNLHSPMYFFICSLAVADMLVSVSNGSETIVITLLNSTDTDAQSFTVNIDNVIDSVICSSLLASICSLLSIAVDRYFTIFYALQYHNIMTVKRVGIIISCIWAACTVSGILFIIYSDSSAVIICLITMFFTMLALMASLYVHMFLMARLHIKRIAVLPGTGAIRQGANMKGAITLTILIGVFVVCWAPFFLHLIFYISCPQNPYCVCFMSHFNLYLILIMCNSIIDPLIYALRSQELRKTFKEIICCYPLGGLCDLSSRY
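Assay system: U2OS-MC4R stable cell line; Also added: Melanotan II; Technique: Eu-cAMP/anti-cAMP TR-FRET, emission 671 nm; Times: 30-min compound, 1-h challenge, 1-h detection, room temperature.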
aDG glyco act = activators of alpha-DG glycosylation, primary screen, uHTS, Pro5-aDG cells, AlphaScreen. activation, % at 10 µM. actives 0.22% (n = 360,000). alpha-DG glycosylation AlphaScreen (IIH6); 0% Pro5, 100% B10-LARGE cell signal;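 active means activation of at least 8% versus controls, or a plate z-score of at least 8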;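 further: Pro5 are CHO cells carrying HIG-tagged alpha-DG that lacks glycosylation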
m5-HT2A agonist = mouse Htr2a agonists via beta-arrestin recruitment, primary screen, cell-based, luminescence | CHO-K1 mHTR2A beta-arrestin complementation; percent of 30 µM serotonin response | activation, % at 7.6 µM | actives 0.66% (n = 360,000) | AID 624169, 2012;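 active means activation above a run cutoff, the mean activation of all tested compounds plus 3 SD, cut at about 14% in these data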;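 further: 0% = plate median of compound wells and 100% = 30 µM serotonin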
CaV13 ICDI inh = Primary screen for inhibitors of IQ motif and Ca2+-dependent inactivation inhibitor domain binding in CACNA1D, Förster resonance energy transfer in living cells, …. HEK cells, CFP/YFP FRET ICDI-IQ, plate reader, 10 min; percent FRET-ratio fall versus neutral wells. inhibition, % at 12.3 µM. actives 0.098% (n = 340,000). AID 743397;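 active means mean replicate inhibition of at least 30% and at least 1% of replicates passing that level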;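 further: 0% = median of the neutral control wells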
Cardio protect = cardioprotection against H2O2-induced cell death, primary screen, uHTS, H9c2 cells, ATPLite luminescence; actives 0.63% (n = 360,000); H9c2 cardiomyocytes, H2O2 injury protection, 2 h; protection from H2O2 cell death, % at 20 µM;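 active means compounds giving at least 50% protection of heart cells from peroxide-induced death in the single-dose screen, raw or plate-pattern-corrected value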;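 further: 0% = DMSO wells with peroxide and 100% = DMSO wells without peroxide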
MC4R barr agon = MC4R agonists recruiting beta-arrestin, primary screen, cell-based, luminescence, agonist arm of biased-ligand search. AID 540308, 2011. activation, % at 8.9 µM. actives 0.98% (n = 360,000). U2OS MC4R beta-arrestin complementation; percent of melanotan II response, DMSO zero;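 active means activation above a per-plate cutoff, the mean activation of sample wells on that plate plus 3 SD, cut at about 8% in these data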
N-glyco inh = increase of ERlucT glycosylation luciferase signal, primary screen, N-linked glycosylation inhibitor project, D54 ERlucT cells, luminescence, set 2; D54 ERlucT glycosylation luciferase reporter, 24 h; percent of 100 nM tunicamycin response; reporter increase, % at 12.5 µM; actives 0.23% (n = 360,000);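 active means mean luciferase reporter signal, scaled so untreated is 0 and the glycosylation-blocking control 100, at or above a set limit in every replicate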;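 further: luciferase carries N-glycosylation sites so blocking glycosylation raises the light; 0% = median of neutral control wells and 100% = median of 100 nM tunicamycin wells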
ABCB6 inh MLPCN = ABCB6 transporter inhibitors, primary screen, K562-ABCB6 cells, flow cytometry, MLPCN library; ATP-binding cassette sub-family B member 6 (Homo sapiens), Q9NP58; K562-ABCB6 porphyrin accumulation, 1 h; stronger effect = lower value; fluorescence ratio to DMSO, % at 10 µM; actives 0.19% (n = 360,000);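 active means fluorescence ratio to DMSO below 75%, the collection mean minus 3 SD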;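 further: signal is porphyrin accumulated inside mitochondria; 100% equals median channel fluorescence of DMSO control wells; lower ratio means ABCB6 inhibition with less porphyrin fluorescence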
The depositor's hits bear a star; nt = no result given.

Every second line gives: PDI turbidity	Vif inh	MC4R antagonist	aDG glyco act	m5-HT2A agonist	CaV13 ICDI inh	Cardio protect	MC4R barr agon	N-glyco inh	ABCB6 inh MLPCN
O=C(Nc1cccc(C(F)(F)F)c1)C1CCCN(S(=O)(=O)c2cnc[nH]2)C1 (stereo not drawn)
    9	16	-1	-0.1	-2	-5	-6	-2.7	2	100
COc1ccc(-n2c(=O)c3c4c(sc3n(CC(=O)NC3CCCC3)c2=O)CCCC4)c(OC)c1
    1	-22	6	0.0	2	-6	5	1.7	-1	104
C/C(=N\NC(=O)c1ccc(N)cc1)C1CC1
    4	-1	1	-0.2	8	-5	-2	-3.6	1	96
CCN(C(=O)COC(=O)CNS(=O)(=O)c1ccc2ccccc2c1)C1CCCCC1
    -1	-10	14	0.1	-6	-1	-6	1.4	0	99
Cc1ccc2c(c1)c(N=NC(N)=S)c(O)n2Cc1ccccc1
    1	-13	-27	0.7	4	-5	-4	7.6	-5	111
CC(=O)Nc1ccc2c(c1)nc(CCNC(=O)c1ccccc1)n2C
    4	-2	3	-0.1	1	-4	1	-1.2	0	101
Cc1cccc(C(=O)OC(C)CN2CCOCC2)c1 (stereo not drawn)
    -3	2	-3	0.0	-7	-1	-1	-1.6	1	95
CCOC(=O)c1sc(NC(C)=O)c(C(=O)OCC)c1C
    -2	5	-1	-0.1	1	nt	4	-1.6	-2	88
CC1=Nc2cccc([N+](=O)[O-])c2NC(=O)C1
    -4	10	-12	-0.1	4	-7	7	-2.9	1	99
COc1ccc2nc3oc(C(=O)NC4CCN(Cc5ccccc5)CC4)cc3cc2c1
    -1	-7	6	0.2	-4	-1	3	-0.5	-9	98

Every second line gives: PDI turbidity	Vif inh	MC4R antagonist	aDG glyco act	m5-HT2A agonist	CaV13 ICDI inh	Cardio protect	MC4R barr agon	N-glyco inh	ABCB6 inh MLPCN
COC(=O)CCCN1C(=O)c2cccc3cccc(c23)C1=O
    17	0	2	-0.1	0	-4	3	-0.7	1	101
Cc1sc2ncnc(NC3CCN(Cc4ccccc4)CC3)c2c1C
    -2	-18	18	5.1	-6	-7	-22	-1.2	-1	97
O=C(NCCCN1CCOCC1)c1ccc(CS(=O)(=O)c2cccc(C(F)(F)F)c2)o1
    5	-6	18	-0.4	-3	-6	4	-1.5	-1	95
Cn1c(SCC2CCCO2)nnc1-c1ccncc1 (stereo not drawn)
    -7	3	2	0.0	4	-3	7	-0.5	1	95
O=C(CCNS(=O)(=O)c1ccc(Br)s1)NCc1ccc(F)cc1
    -11	-2	-1	-0.1	-3	-5	-3	-1.0	0	94
Cc1cccc(OCc2nnc(SCC(=O)NCc3ccc4c(c3)OCO4)o2)c1
    6	1	6	-0.2	-5	-9	-4	0.7	11	111
CCn1cc(CN2CCC(C(=O)Nc3cccc(-c4cccc(Cl)c4)c3)CC2)c(C)n1
    -4	nt	9	7.1*	-10	-3	-5	-2.4	nt	100
Cc1cc(=O)oc2cc(OCC(=O)OCC(=O)NC(=O)NC(C)C)ccc12
    0	5	1	-0.3	6	-7	5	-1.5	2	102
CN(C)C(=O)CSc1cccc2cccnc12
    -4	nt	-6	-0.4	-5	nt	34	-3.2	10	98
CCCCC1CC2=C(C(=O)OC(C)(C)O2)C(c2ccc(Cl)cc2)O1 (stereo not drawn)
    nt	nt	nt	-0.1	-2	-4	-2	nt	-4	100

Every second line gives: PDI turbidity	Vif inh	MC4R antagonist	aDG glyco act	m5-HT2A agonist	CaV13 ICDI inh	Cardio protect	MC4R barr agon	N-glyco inh	ABCB6 inh MLPCN
COc1ccc(S(=O)(=O)N/N=C\c2ccccc2F)cc1
    1	-8	4	-0.1	15*	-10	-4	3.3	0	99
CC(=O)Nc1cc2oc3ccccc3c2cc1[N+](=O)[O-]
    4	31	-7	0.0	2	-14	-4	0.2	2	99
Cc1cc(C)c(Cn2c3ccccc3c3cnn(CC(=O)NCc4ccccn4)c(=O)c32)c(C)c1
    -3	-4	1	-0.5	2	-2	-5	-0.5	0	103
NC(=O)c1ccc(SCC(=O)OCC(=O)NCc2cccs2)c([N+](=O)[O-])c1
    -5	6	11	0.1	7	-2	22	-1.2	4	95
O=C(NCc1ccco1)c1cc2sccc2n1Cc1ccccc1
    -12	9	-3	0.0	-8	-8	-11	1.2	-3	100
COc1ccc(S(=O)(=O)NCC(c2ccc3c(c2)OCO3)N2CCN(c3ccccc3)CC2)cc1 (stereo not drawn)
    2	-3	9	-0.2	18*	-3	-6	-4.2	-6	93
C/C(=N\NC(=O)c1ccc(Cl)c(Cl)c1)c1ccccn1
    -4	1	29*	-0.4	0	-4	31	-2.7	-8	93
Cc1ccc(-c2cc(C(=O)N(C)Cc3cnn(C)c3C)c3cc(Br)ccc3n2)cc1
    3	-16	13	-0.3	1	-4	25	9.7*	-7	90
CCN1C(=O)c2cccc3c(NC(=O)c4ccccc4)ccc1c23
    -3	15	-5	0.0	-3	nt	48	2.0	11	97
CCOC(=O)c1ccc(N2C(=O)C3CC=CCC3C2=O)cc1 (stereo not drawn)
    16	3	2	0.0	-2	nt	0	-1.1	0	98

Every second line gives: PDI turbidity	Vif inh	MC4R antagonist	aDG glyco act	m5-HT2A agonist	CaV13 ICDI inh	Cardio protect	MC4R barr agon	N-glyco inh	ABCB6 inh MLPCN
Cc1cccc(C(=O)N/C(=C\c2ccco2)C(=O)N2CCCCCC2)c1
    -1	-3	14	0.0	10	-2	-2	0.3	2	95
CN1CC2([N+](=O)[O-])CC=C(OCCO)C([N+](=O)[O-])(C1)C2 (stereo not drawn)
    10	1	-2	0.1	4	-3	1	2.7	1	99
COc1ccc(CCNC(=O)c2cc(=O)[nH]c3ccccc23)cc1
    -3	1	13	-0.1	10	-4	-2	0.2	2	92
COc1cc(/C=C/c2ccc3cccc(O)c3n2)cc(Br)c1OC
    4	-11	-22	-0.4	-6	-18	80*	-4.8	-2	98
COc1cc(NC(=O)c2ccno2)cc(C(=O)Nc2cccc(C(F)(F)F)c2)c1
    2	-1	4	0.0	-11	-4	9	-2.2	-2	97
CC(C)C(=O)NC(=S)N1CCc2ccccc21
    10	0	3	-0.2	0	-18	-2	-2.0	1	141
CCOc1cc(N2CCOCC2)c(OCC)cc1NC(=O)C1=NN(c2cccc(C)c2)C(=O)CC1
    8	-9	10	-0.6	-2	-6	16	-4.8	0	97
CC1CC(C)CN(S(=O)(=O)c2ccc(F)c(C(=O)NC3CCCCC3C)c2)C1 (stereo not drawn)
    -3	-1	9	0.3	-5	-5	-3	-0.2	-4	91
COc1cccc(N2C(=NC(=O)CCc3ccccc3)SC3CS(=O)(=O)CC32)c1 (stereo not drawn)
    2	-3	7	0.0	3	-8	2	0.6	-2	98
O=c1[nH]cc(N(CCO)CCO)c(=O)[nH]1
    -3	11	0	0.1	3	-7	2	1.3	0	98

Printed as active in MC4R antagonist, among the entries above:
| Compound | PDI turbidity | Vif inh | MC4R antagonist | aDG glyco act | m5-HT2A agonist | CaV13 ICDI inh | MC4R barr agon | N-glyco inh | ABCB6 inh MLPCN |
| --- | --- | --- | --- | --- | --- | --- | --- | --- | --- |
| C/C(=N\NC(=O)c1ccc(Cl)c(Cl)c1)c1ccccn1 | -4 | 1 | 29* | -0.4 | 0 | -4 | -2.7 | -8 | 93 |

Remaining list, next part:
Compound	PDI turbidity	Vif inh	MC4R antagonist	aDG glyco act	m5-HT2A agonist	CaV13 ICDI inh	Cardio protect	MC4R barr agon	N-glyco inh	ABCB6 inh MLPCN
CCOCCn1c(C)c(C(=O)OCC)c2cc(O)c3ccccc3c21	-6	-3	-2	0.9	6	-6	1	2.0	-2	100
COc1ccc2cc(CCNC(=O)C3CCCC3)c(=O)[nH]c2c1	-8	-10	15	-0.2	-3	-4	-10	0.1	-1	110
Cc1cc(=O)[nH]c(SCC(=O)Nc2ccc(Cl)cn2)n1	5	-3	8	-0.2	1	nt	6	-1.1	0	105
CCc1cc[n+](-c2nc([O-])sc2C=O)cc1	-10	14	-2	0.2	-3	nt	14	-0.3	1	100
COc1ccc(N2CCN(C(=O)CCNS(=O)(=O)c3ccc(C)cc3)CC2)cc1	-3	-6	4	0.6	-3	-2	-4	-3.0	2	100
O=C(NCc1cccs1)C(=O)NCC1OCCCN1S(=O)(=O)c1ccccc1 (stereo not drawn)	-3	7	1	-0.2	-6	-6	-6	-1.6	0	100
Cc1ccc(-n2c(SCC(=O)N/N=C/C=C/c3ccccc3[N+](=O)[O-])nc3ccccc3c2=O)cc1	2	1	15	0.0	0	-6	-5	0.0	-5	100
O=C(NCC1CCCO1)c1ccc(C(=O)NCC2CCCO2)cc1 (stereo not drawn)	11	20	5	-0.3	3	nt	6	2.1	2	114
Cn1nnnc1SCC(=O)N1N=C(c2cccs2)CC1c1cccs1 (stereo not drawn)	0	-1	1	0.0	10	-5	3	-0.4	0	95
CCn1cc(Br)c(C(=O)Nc2ccc(F)c(Cl)c2)n1	1	2	-4	0.1	1	-5	-2	-1.2	1	91
COc1cc(OC)cc(-c2nnc(SCC(=O)NCc3cccs3)o2)c1	-2	-3	15	-0.1	0	nt	3	-0.3	1	104
O=C(c1ccc(Cl)cc1)N1CCN(c2cc(=O)[nH]nc2-c2ccccc2)CC1	0	nt	1	0.2	5	-8	-3	1.4	nt	90

Whole records from above:
Results for O=C(c1ccc(Cl)cc1)N1CCN(c2cc(=O)[nH]nc2-c2ccccc2)CC1 = PDI turbidity = 0; Vif inh = nt; MC4R antagonist = 1; aDG glyco act = 0.2; m5-HT2A agonist = 5; CaV13 ICDI inh = -8; Cardio protect = -3; MC4R barr agon = 1.4; N-glyco inh = nt; ABCB6 inh MLPCN = 90
Results for CCc1cc[n+](-c2nc([O-])sc2C=O)cc1 = PDI turbidity = -10; Vif inh = 14; MC4R antagonist = -2; aDG glyco act = 0.2; m5-HT2A agonist = -3; CaV13 ICDI inh = nt; Cardio protect = 14; MC4R barr agon = -0.3; N-glyco inh = 1; ABCB6 inh MLPCN = 100
Results for CCOCCn1c(C)c(C(=O)OCC)c2cc(O)c3ccccc3c21 = PDI turbidity = -6; Vif inh = -3; MC4R antagonist = -2; aDG glyco act = 0.9; m5-HT2A agonist = 6; CaV13 ICDI inh = -6; Cardio protect = 1; MC4R barr agon = 2.0; N-glyco inh = -2; ABCB6 inh MLPCN = 100

Screens (PubChem)

Not a hit list; overall some 3.6% were active at least once.
